PERK inhibitor: block of dimerizer-induced PERK translation repression, primary screen, PERK inhibitor project, CHO PERK-DD cells, SEAP luminescence, HTS | CHO PERK-DD fusion, SEAP luminescence translation reporter | inhibition, % at 5.6 µM | AID 1416, 2008 | Eukaryotic translation initiation factor 2-alpha kinase 3 (Homo sapiens), Q9NZJ5 | actives 0.17% (n = 220,000);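 active means inhibition above the mean inhibition of all tested compounds plus 3 SD, set separately per screening campaign, cut at about 2.9% in these data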;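 further: PERK kinase domain activated by AP20187 dimerizer at 100 nM; 0% = DMSO with dimerizer and 100% = rapamycin at 8.4 µM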
FXIa inh 1536: human FXIa protease inhibitors, primary screen, biochemical, 1536-well | Coagulation factor XI (Homo sapiens), P03951 | purified FXIa, Boc-Glu-Ala-Arg-AMC fluorogenic substrate | inhibition, % at 5 µM | actives 0.14% (n = 220,000) | AID 798, 2007;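 active means inhibition of at least 40%; inactive means inhibition below 40%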;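 further: fluorescence of freed AMC excited at 355 nm; 0% = enzyme without compound and 100% = no enzyme blank; many of its hits are not listed in these tables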
hK5 inh: human KLK5 protease inhibitors, primary screen, biochemical, 1536-well; Kallikrein-5 (Homo sapiens), Q9Y337; recombinant hK5, fluorogenic AMC substrate cleavage; inhibition, % at 5 µM; actives 0.59% (n = 210,000); AID 873, 2007;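 active means inhibition of 40% or more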;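 further: 0% = enzyme controls without compound and 100% = no-enzyme blanks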
Target sequence (Q9Y337 67-293 limits assumed): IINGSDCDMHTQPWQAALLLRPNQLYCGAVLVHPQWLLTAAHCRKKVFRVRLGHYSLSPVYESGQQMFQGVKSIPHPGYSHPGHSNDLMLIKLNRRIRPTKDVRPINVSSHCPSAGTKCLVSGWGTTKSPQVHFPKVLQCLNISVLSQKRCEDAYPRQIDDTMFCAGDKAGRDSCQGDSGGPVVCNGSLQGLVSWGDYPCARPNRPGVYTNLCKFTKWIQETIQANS
Cl transport mod: KCC2 cotransporter modulators, thallium flux, primary screen, cell-based, HEK293 KCC2, FluoZin-2 fluorescence, MLSMR; Solute carrier family 12 member 5 (Homo sapiens), Q9H2X9; KCC2 cells, thallium flux FluoZin-2 fluorescence; B-score of Tl+ flux slope (higher = more flux/activation; lower = inhibition) at 10 µM; actives 2.2% (n = 190,000); AID 1456, 2008;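 active means thallium flux slope and its plate-corrected score both differing from the plate sample mean at a set confidence after two filtering rounds, in either direction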;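 further: slope of fluorescence scaled to starting intensity during 10 to 20 s after thallium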
Furin inhibitor: human furin inhibitors, primary screen, biochemical, fluorescence intensity. inhibition, % at 30 µM. actives 0.061% (n = 220,000). purified furin, fluorogenic substrate cleavage. P09958. AID 463115, 2010; in the data active means inhibition above about 25%; further: inactives centre near -15
FXIIa inh 1536: human FXIIa protease inhibitors, primary screen, biochemical, 1536-well; Coagulation factor XII (Homo sapiens), P00748; actives 0.3% (n = 220,000); AID 800, 2007; purified FXIIa, Boc-QGR-AMC fluorogenic substrate, 2 h; inhibition, % at 5 µM; in the data active means inhibition above about 40%;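 further: 0% = enzyme with no compound and 100% = blank without enzyme; many of its hits are not listed in these tables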
Thrombin inh: human alpha-thrombin inhibitors, primary screen, counter-screen for coagulation protease inhibitor project, biochemical, 1536-well, fluorogenic AMC substrate. AID 1046, 2008. inhibition, % at 5 µM. Boc-VPR-AMC fluorogenic substrate cleavage. Prothrombin (Homo sapiens), P00734. actives 0.26% (n = 220,000);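 active means inhibition at or above 40%; inactive means inhibition below 40%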;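 further: 0% = enzyme with no compound and 100% = wells without enzyme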
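Material: human alpha-thrombin enzyme / Medium: pH 7.5 Tris (50 mM) with NaCl 150 mM, Tween 20 0.05% / Compound: single-point dosing at 5 µM, 0.2% DMSO / Incubation: enzyme reaction carried out at room temperature / Detection: AMC fluorescence, 355/460 nm / Read-out basis: percent inhibition scaled between no-compound controls and no-enzyme blanks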
Wee1 stabilizer: Wee1 degradation inhibitors, primary screen, cell-based, HeLa, Wee1K328M-luciferase, luminescence; reporter increase, % at 5 µM; HeLa Luc-Wee1K328M stability; 100% = proteasome inhibitor MG132 effect; Wee1-like protein kinase (Homo sapiens), P30291; actives 1.2% (n = 220,000);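 active means activation above the mean of all tested compounds plus 3 SD, set per screening run, cut at about 8.8% in these data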;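 further: cells exposed to compound for 20 h before luminescence read; 0% = DMSO alone and 100% = MG132 at 30 µM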
p97 ATPase inh: inhibitors of human p97 ATPase, primary screen, biochemical; actives 0.42% (n = 220,000); recombinant p97 ATPase, Kinase-Glo ATP luminescence, 3 h; Transitional endoplasmic reticulum ATPase (Homo sapiens), P55072; inhibition, % at 8 µM; in the data active means inhibition above about 15%;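 further: 0% = DMSO vehicle and 100% = wells lacking enzyme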
Target sequence (P55072 whole entry, looked up): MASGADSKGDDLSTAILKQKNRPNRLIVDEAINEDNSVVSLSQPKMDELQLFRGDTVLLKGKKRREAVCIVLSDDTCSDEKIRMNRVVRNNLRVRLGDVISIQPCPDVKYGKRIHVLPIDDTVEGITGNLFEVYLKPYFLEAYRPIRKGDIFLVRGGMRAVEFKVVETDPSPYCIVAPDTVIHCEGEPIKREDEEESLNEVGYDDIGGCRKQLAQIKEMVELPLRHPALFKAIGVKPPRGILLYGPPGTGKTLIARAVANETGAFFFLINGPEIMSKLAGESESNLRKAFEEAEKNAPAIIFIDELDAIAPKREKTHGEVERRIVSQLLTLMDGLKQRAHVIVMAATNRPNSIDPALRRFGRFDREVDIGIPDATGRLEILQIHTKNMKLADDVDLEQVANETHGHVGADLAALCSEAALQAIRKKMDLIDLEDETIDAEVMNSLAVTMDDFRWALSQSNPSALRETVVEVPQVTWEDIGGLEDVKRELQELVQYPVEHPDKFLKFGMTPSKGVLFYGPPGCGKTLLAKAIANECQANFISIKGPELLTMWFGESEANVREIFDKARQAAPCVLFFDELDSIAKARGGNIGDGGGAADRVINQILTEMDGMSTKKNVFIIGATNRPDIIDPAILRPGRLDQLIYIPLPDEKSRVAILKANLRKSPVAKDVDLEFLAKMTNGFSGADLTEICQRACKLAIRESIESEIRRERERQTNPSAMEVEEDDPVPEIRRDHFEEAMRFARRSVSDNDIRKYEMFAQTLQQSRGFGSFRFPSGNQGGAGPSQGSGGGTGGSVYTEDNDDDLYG
* hit, by the source's call; / = no result given; [ ] = dose if it differs, or a comment.

SMILES	PERK inhibitor	FXIa inh 1536	hK5 inh	Cl transport mod	Furin inhibitor	FXIIa inh 1536	Thrombin inh	Wee1 stabilizer	p97 ATPase inh
CC(C)(O)C#Cc1ccc(CN2CCN(Cc3ccsc3)C(CCO)C2)cc1 (stereo unspecified)	-0.4	-6	-2	0.038	-25	3	-13	0	-6
CC(=O)c1cc2c(cc1NC(=O)c1ccco1)OCCO2	-0.6	-3	-15	-0.62	-15	4	0	1	-2
C/C(=N\OC(=O)c1ccccc1F)c1nccs1	3.4*	12	1	/	-20[20 µM]	-2	-4	-1	3
Cn1cccc1C(=O)NC(=O)COC(=O)CNC(=O)c1ccc(Cl)cc1Cl	1.1	-4	-4	-0.21	-16	3	0	-3	5
Cc1cc(NC(=O)CN2C(=O)NC3(CCCCCC3)C2=O)no1	0.0	1	3	-1.5	-4	13	4	1	0
CCCCSc1nnc(-c2cc3c(C(F)(F)F)nn(C)c3s2)n1C	-0.8	15	-17	/	-24[20 µM]	28	4	1	-1
Clc1ccc(Nc2ccc(Cl)nn2)cc1	0.5	-17	22	-1.7	-20	2	-5	0	-3
O=C(Cc1c(Cl)cccc1Cl)NC1=NCCS1	0.2	-9	-6	1.5	-23	3	-25	-3	3
CCOC(=O)CNc1nc(C(C)(C)C)nc2c1nnn2Cc1ccccc1Cl	-0.1	-6	6	0.77	-13	3	8	-2	-6
CCOc1cccc(C(=O)NC2CCCCC2)c1	0.7	4	3	0.17	-32[20 µM]	9	-1	3	-3
C=CCn1c(=O)c2ccccc2n2c(SCC(=O)N3CCCc4ccccc43)nnc12	-0.2	-7	-2	-0.97	-12	9	-3	1	0
Cc1ccc(-c2cn3nc(C)c(C)nc3n2)cc1	-0.5	-4	-5	0.51	-12	4	5	8	4
Cc1ccc(CN(c2ccc(C(=O)N3CCOCC3)cc2)S(C)(=O)=O)cc1	-1.2	7	4	0.17	-18	3	2	10.0*	0
Clc1ccc2[nH]cc(-c3nnnn3-c3ccccc3)c2c1	-0.6	3	5	-0.15	-19[20 µM]	5	0	6	0
FC(F)(F)c1ccc(Cl)c(-n2c(Cc3cccs3)n[nH]c2=S)c1	0.5	2	-1	-0.25	-16	6	-8	0	3
Clc1ccc2c(c1)c1ccccc1n2CN1CCOCC1	0.3	5	-7	-0.18	-13	5	1	0	-2
O=C(CSc1ccc(-c2ccccc2)nn1)NCc1ccco1	1.2	6	-5	-0.55	-15[20 µM]	14	1	-1	4
CCCCOC(=O)c1ccc(OC(=O)c2cccnc2)cc1	0.5	4	-120	0.39	-25	13	-2	2	-2
CC(C)C[C@@H]1NC(=O)[C@H](Cc2ccc(O)cc2)NC(=O)[C@H](CCC(N)=O)NC(=O)c2cc([N+](=O)[O-])cc(I)c2NCC[C@@H](C(N)=O)NC1=O	2.8	23	-3	-0.78	-1	34	5	6	4
CCN(CC)C(=O)Oc1ccc(Cl)c2cccnc12	0.0	1	2	0.00046	-21	11	-3	1	4
Cc1onc(C(=O)Nc2c(C)n(C)n(-c3ccccc3)c2=O)c1[N+](=O)[O-]	1.6	9	8	1.2	-15	16	3	0	2
Cc1ccc(S(=O)(=O)N(C)C)cc1NC(=O)c1cccnc1Oc1ccccc1	0.1	2	1	-0.033	-18	6	0	2	-1
Cc1ccc(OC/C(O)=C(\C#N)c2nc3ccccc3s2)cc1	2.0	22	-9	-4.3*	-19	7	-1	-3	2
CN(C)c1ccc(/C=C/C(=O)c2ccc(C(C)(C)C)cc2)cc1[N+](=O)[O-]	1.4	7	-6	0.17	-30	15	4	0	3
CC(C)N(C(=O)Cn1c(Cl)nc2ccccc21)C(C)C	0.0	0	4	-0.47	-18	13	-3	4	-2
CN(C)CCN(C(=O)c1ccc(N2C(=O)CCC2=O)cc1)c1nc2cc3c(cc2s1)OCCO3	-0.6	12	21	-0.34	-15	16	9	-1	0
CC(C)N(Cc1ccccc1)C(=O)COC(=O)/C=C/c1cnc2ccccc2n1	0.3	-6	-3	-2.2	-13	9	-3	-2	0
COc1ccc(CCC(=O)O)c(O)c1	/	3	4	0.46	-34	9	6	/	/
CC(C)(C)c1ccc(C(=O)NCC(=O)OCN2C(=O)c3ccccc3C2=O)cc1	-0.1	10	-4	2.8*	-3[20 µM]	15	-2	0	-4
CC(c1ccccc1)c1nnc(NC(=O)c2ccc3c(c2)OCO3)s1 (stereo unspecified)	0.5	-1	1	-1.2	-19	2	-3	2	3
COc1cc(NC(=O)COc2ccc(Cl)cc2)ccc1-c1cc2ccccc2oc1=O	-0.2	6	-21	0.34	-9	9	1	0	6
O=C(CSc1nccc(=O)[nH]1)Nc1ccc(S(=O)(=O)N2CCOCC2)cc1	0.4	3	-6	0	1[20 µM]	4	-6	0	-1
O=C1NC(=O)/C(=C\c2ccsc2)N1	1.1	-6	-7	0.43	-5	1	-8	2	2
COc1ccccc1NC(=O)N(Cc1ccco1)Cc1cc2cccc(C)c2[nH]c1=O	-0.7	2	-5	-0.55	-13[20 µM]	9	2	0	4
COc1ccc(-c2cc(C(=O)Nc3ccccc3SC)no2)cc1OC	-0.3	4	-8	0.11	-29	14	0	2	1
COc1ccc(S(=O)(=O)Nc2cc(C(=O)NC(C)C)ccc2N2CCOCC2)cc1	-0.6	1	-20	-0.24	-20[20 µM]	6	-5	4	-1
O=[N+]([O-])c1cc2c(cc1/C=N/n1c(-c3ccccc3)n[nH]c1=S)OCO2	1.8	-4	-3	/	-7[20 µM]	15	-2	0	0
Cc1ccc(/C(N)=N/OC(=O)COc2ccccc2Cl)cc1	0.8	-3	-1	/	-18[20 µM]	6	-2	0	0
CC1CCN(C(=S)c2cn(Cc3ccccc3F)c3ccccc23)CC1	0.0	-2	6	-0.24	1[20 µM]	15	2	-1	1
Cc1nn(-c2ccccc2)c(Cl)c1/C=C1\N=C(c2ccccc2)OC1=O	0.7	/	/	-0.039	-39[20 µM]	/	/	-3	1
COc1cc(CNc2ccc(N3CCCC3)cc2)ccc1OCc1ccccc1F	0.5	7	-12	0.59	-20	11	-10	3	5
O=C(C1=C[C@H](c2ccccc2)C[C@H](OCCCCO)O1)N1CCN(Cc2ccccc2)CC1	1.4	1	2	-0.5	-33	4	0	0	1
Cc1c(NC(=O)OCc2ccccc2)c(=O)n(-c2ccccc2)n1C	1.3	5	-5	-0.96	-7	13	0	5	0
CCC(C)n1c(=N)c(C#N)cc2c(=O)n3cc(C)ccc3nc21 (stereo unspecified)	0.3	-8	-1	/	-79	-2	-26	-1	1
CN(CC(=O)O)c1ccc(C(F)(F)F)cc1[N+](=O)[O-]	1.8	-4	-8	-0.42	-15	3	5	-1	3
COc1ccccc1CNC(=O)CSc1ccsc1[N+](=O)[O-]	0.3	-7	-5	-0.013	-21	-1	6	9.2*	4
COc1cccc(/C=N/N2CCN(c3ccccc3OC)CC2)c1	0.3	-11	-4	/	-19[20 µM]	0	-5	6	-4
O=C(CSc1nnc(-c2cccc(S(=O)(=O)N3CCOCC3)c2)n1C1CCCCCC1)NCc1ccccc1	0.3	9	0	0.019	-10[20 µM]	3	2	3	-6
Cc1nc2c(C(=O)NCCC(C)C)c[nH]n2c(=O)c1Cc1ccccc1F	0.9	1	0	-0.61	-17	6	2	2	-4
O=C(CSc1nnc(NC2CCCCC2)s1)NC1CCS(=O)(=O)C1 (stereo unspecified)	1.1	6	-6	/	3	24	-3	-1	5

(next part)
SMILES	PERK inhibitor	FXIa inh 1536	hK5 inh	Cl transport mod	Furin inhibitor	FXIIa inh 1536	Thrombin inh	Wee1 stabilizer	p97 ATPase inh
O=C(Cc1c(F)cccc1Cl)Nc1cccnc1	0.4	4	0	/	-10[20 µM]	11	-3	0	-3
Cc1cc(NC(=O)CSc2nnc(C3CC3)n2N)no1	-0.7	-9	-1	/	-20	6	-7	0	5
COc1ccc(/C=C(\NC(=O)c2ccc(C)cc2)C(=O)Nc2c(C)n(C)n(-c3ccccc3)c2=O)cc1	1.1	-7	-5	0.86	-15	4	-15	-4	4
COc1ccc(OC)c(-c2c(C#N)c(N)nc3c2c(=O)nc2sccn23)c1	0.3	-2	-8	0.93	-1	4	5	8	2
CC1(C)CC(=O)C2=C(C1)Oc1ncn(CCCO)c(=N)c1C2c1ccccc1 (stereo unspecified)	-0.2	4	2	0.081	-22	6	-2	0	5
COc1ccccc1OCc1nnc(SCC(=O)NCc2ccco2)n1Cc1ccco1	-0.1	8	-33	-1.6	-30	9	-2	-2	0
O=C1CC(Sc2ncccn2)C(=O)N1c1ccccc1 (stereo unspecified)	0.5	1	-13	/	-14[20 µM]	26	-8	2	4
CN(C)S(=O)(=O)c1cc(NC(=O)CN2CCN(c3ccccc3)CC2)ccc1Cl	-0.2	9	-4	-0.78	-15	14	-4	3	1
Cc1ccc(Nc2nc3ccccc3n3nnnc23)cc1	0.2	-1	1	0.032	-18	9	-2	-1	3
CCNc1nc(NCC)nc(Nn2cnnc2)n1	-0.6	-2	4	-0.56	-5[20 µM]	2	0	4	-4
O=C(CSc1oc(-c2ccccc2)nc1S(=O)(=O)c1ccc(F)cc1)NCC1CCCO1 (stereo unspecified)	-0.2	2	-19	-0.21	-45[20 µM]	2	1	-2	-1
O=C1C(Cl)=C(Nc2ccc3cn[nH]c3c2)C(=O)c2ccccc21	0.1	0	-2	/	-21	5	-4	0	12
CCc1nnc(NC(=O)c2ccc(Cl)nc2)s1	0.5	0	-8	0.83	-14	9	-9	5	0
COc1ccc(Nc2cc(C(=O)NCc3ccco3)c3ccccc3n2)cc1	0.3	5	-9	0.76	-10	4	-4	11*	-5
CCCn1nc(C(=O)OCC(=O)Nc2cccc(OC)c2)c2ccccc2c1=O	1.2	3	-6	-1.8	-11	3	-4	-2	-2
CCCc1nc2sc(C(=O)OCC)c(N)c2c2c1COC(C)(C)C2	0.6	-6	-6	-4.2	-22[20 µM]	-5	-8	-2	3
COc1ccccc1NC(=O)CSc1nnc(Cc2cc(=O)[nH]c(=O)[nH]2)n1-c1ccccc1	-0.6	27	-14	-0.28	-23	15	2	-2	-1
CCOC(=O)C1=NNC2(CC(=O)N(c3cccc(C)c3)C2=O)C1 (stereo unspecified)	2.2	0	1	-0.34	-19	9	-1	-1	-1
COc1ccc(-c2nn(-c3ccccc3)cc2C2CC(c3cccs3)=NN2C(=O)CCCC(=O)O)cc1 (stereo unspecified)	-1.4	-3	-5	/	-20[20 µM]	1	1	0	-3

From PubChem
